# TDP1 cell CPT: qHTS for Inhibitors of human tyrosyl-DNA phosphodiesterase 1 (TDP1): qHTS in cells in presence of CPT; 420,000 compounds, 12% hits; AID 686979, 2013; Potency, µM (highest dose often 46.2 µM), for inactives: at the top dose activity change, negative = growth inhibition, hits mostly inhibitors; chicken DT40 Tdp1-/-;hTDP1 cells + 20 nM CPT, ATP luminescence, 48 h; note: nearly all actives have a fitted effect of over 55% in size
#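 Chicken DT40 Tdp1-/- cells complemented with human TDP1, 400 cells/well, exposed to compounds plus 20 nM camptothecin for at least 48 h at 37 C; viability read as ATP content by CellTiter-Glo luminescence.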
# TDP1 cell noCPT: qHTS for Inhibitors of human tyrosyl-DNA phosphodiesterase 1 (TDP1): qHTS in cells in absence of CPT; DT40 Tdp1-/- hTDP1 cells, no CPT, ATP luminescence, 48 h; Potency, µM (titrated, usually from 46.2 µM), without a hit: at the top dose activity change, negative = growth inhibition, usual class: inhibitors; 420,000 compounds, 15% hits; note: nearly all actives have a fitted effect of over 55% in size
#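 Chicken DT40 Tdp1-/- cells complemented with human TDP1, screened without camptothecin (DMSO vehicle only), 400 cells/well. Compounds pin-transferred, cells incubated at 37 °C for at least 48 hr. Growth read as ATP-dependent luminescence (CellTiter-Glo, 30 min at RT).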
# TDP1 block: qHTS Assay for Inhibitors of Tyrosyl-DNA Phosphodiesterase (TDP1). 350,000 compounds, 0.28% hits. Potency, µM (doses to about 130 µM), without a hit: at the highest dose activity change, negative = inhibition, hits mostly inhibitors. recombinant TDP1, AlphaScreen DNA substrate cleavage; note: nearly all actives have a fitted effect of over 40% in size
# Target sequence (Q9NUW8 whole entry, looked up): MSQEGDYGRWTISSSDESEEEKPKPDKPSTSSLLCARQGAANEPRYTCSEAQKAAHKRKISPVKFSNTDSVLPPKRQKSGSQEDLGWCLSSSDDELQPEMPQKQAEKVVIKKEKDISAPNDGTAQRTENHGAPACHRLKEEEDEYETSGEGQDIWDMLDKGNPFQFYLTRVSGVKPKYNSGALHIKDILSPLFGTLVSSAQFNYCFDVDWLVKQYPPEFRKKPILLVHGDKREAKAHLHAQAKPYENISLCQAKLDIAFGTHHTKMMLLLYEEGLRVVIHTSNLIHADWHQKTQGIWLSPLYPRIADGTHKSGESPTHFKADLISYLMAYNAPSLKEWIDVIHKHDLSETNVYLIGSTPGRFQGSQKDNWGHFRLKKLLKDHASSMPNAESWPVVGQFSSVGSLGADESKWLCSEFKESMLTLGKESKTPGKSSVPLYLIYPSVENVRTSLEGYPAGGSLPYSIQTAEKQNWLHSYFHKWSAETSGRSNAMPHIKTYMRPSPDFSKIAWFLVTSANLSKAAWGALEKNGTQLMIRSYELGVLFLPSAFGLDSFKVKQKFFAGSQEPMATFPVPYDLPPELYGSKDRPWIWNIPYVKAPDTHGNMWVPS
#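 Recombinant human Tdp1 (E. coli-expressed, 1 nM final) preincubated with compounds 15 min at room temperature, then 5'-biotin/3'-phosphotyrosine-FITC DNA substrate (15 nM final) added for 5 min. AlphaScreen beads (10 ug/ml final) added 10 min; cleavage lowers signal.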
# The depositor's hits bear a star; ? = inconclusive; . = not tested or not shown; [ ] = dose if it differs, or a comment. Calls come from the whole dose curve; as a rule, active = well fitted curve in the direction sought with a large enough effect; inconclusive = small, poorly fitted or top-dose-only effect, or another doubt; inactive = no such curve, though single readings can be large; an effect the other way counts as inactive or inconclusive. % is set by controls: 0 for no effect and ±100 for the full control effect; potency is the fitted concentration of half-maximal effect.
# The opening 4 records, to show the layout:
SMILES,TDP1 block,TDP1 cell CPT,TDP1 cell noCPT
CC(=O)/C(=N/Nc1ccc([N+](=O)[O-])cc1)N1CCCc2ccccc21,7%,?,?
O=C(O)C1CC=C(Cl)CC1C(=O)NCC1OCCc2ccccc21 (stereo not drawn),2%,-2%,-16%
O=C(O)Cc1sc(NCc2ccco2)nc1-c1ccccc1,9%,-5%,-2%
FC(F)(F)c1nc(N2CCCC2)ncc1-c1nnnn1-c1ccc(Cl)cc1,2%,21µM*,18µM*

# The whole of this part (from the top)
SMILES,TDP1 block,TDP1 cell CPT,TDP1 cell noCPT
CC(=O)/C(=N/Nc1ccc([N+](=O)[O-])cc1)N1CCCc2ccccc21,7%,?,?
O=C(O)C1CC=C(Cl)CC1C(=O)NCC1OCCc2ccccc21 (stereo not drawn),2%,-2%,-16%
O=C(O)Cc1sc(NCc2ccco2)nc1-c1ccccc1,9%,-5%,-2%
FC(F)(F)c1nc(N2CCCC2)ncc1-c1nnnn1-c1ccc(Cl)cc1,2%,21µM*,18µM*
CC(C)COC(=O)N1CCCC1C(=O)O (stereo not drawn),5%,-3%,-18%
COC(=O)c1cc2oc3ccccc3c2n1Cc1nc(-c2cccc(C)c2)oc1C,7%,-13%,-7%
CCN(Cc1ccccc1)C(=O)COC(=O)c1cc(S(=O)(=O)Nc2ccccc2OC)ccc1O,1%,-27%,?
Cc1cc(S(=O)(=O)N2CCOCC2)ccc1F,-4%,-12%,-7%

# Continuation.
SMILES,TDP1 block,TDP1 cell CPT,TDP1 cell noCPT
CNC(C)C(=O)NC(C(=O)NC(C(=O)Nc1cccc2ccccc12)C(C)C)C(C)C (stereo not drawn),.,-4%,19%
O=C(CSC(=S)N1CCCCC1)N1N=CCC1c1ccccc1 (stereo not drawn),1%,-20%,?
CCN(c1ccc(C(=O)CSc2nnc(C3CC3)n2C2CC2)cc1)S(C)(=O)=O,1%,-21%,2%
CCOC(=O)[C@@H]1[C@H]2COc3cc(OC)ccc3[C@H]2N2C(=O)N(c3ccc(F)cc3)C(=O)[C@]12C,.,?,-18%
Cc1nc(SCC(=O)Nc2nnc(C(C)C)s2)n[nH]1,10%,21%,6%
CCOC(=O)C1=C(C)NC(C)=C(C(=O)OCC)C1C(=O)O,6%,0%,3%
C=CCn1cccc(C(=O)Nc2ccc(OC)cc2OC)c1=O,0%,?,?
COc1ccc(C(=O)Oc2cc(C(=S)N3CCOCC3)ccc2OC)cc1,6%[0.0935 µM],-16%,-28%

# Next part.
SMILES,TDP1 block,TDP1 cell CPT,TDP1 cell noCPT
CCCC(=O)N1CCC(CCC(=O)NC2CC2)CC1,3%,13%,4%
O=C(Nc1ccccc1F)C1CCCN(S(=O)(=O)c2cccc3cccnc23)C1 (stereo not drawn),2%,?,?
COCC(=O)Nc1cc(C(=O)N2CCCC2c2nccs2)c2c(c1)nc(-c1ccncc1)n2C (stereo not drawn),.,22%,-15%
O=C1/C(=C/c2ccc([N+](=O)[O-])cc2)Oc2cc(O)ccc21,.,?,7.3µM*
CCc1nc2c(OCCC3CCCCC3)cccn2c1N(C)C(=O)c1cccs1,.,29µM*,21µM*
Cc1cccc(CCNc2ncnc3onc(-c4ccc(Cl)cc4)c23)c1,1%,?,18µM*
COc1ccc(OC)c(C2CC(=O)N3CN(c4ccccc4F)CSC3=C2C#N)c1 (stereo not drawn),10%,?,-20%
COC(=O)c1c(-c2ccccc2)csc1N,0%,-21%,?

# More records.
SMILES,TDP1 block,TDP1 cell CPT,TDP1 cell noCPT
CCOC(=O)OC(C)OC(=O)[C@@H]1N2C(=O)[C@@H](NC(=O)[C@H](N)c3ccccc3)[C@H]2SC1(C)C (stereo partly drawn),.,1%,-12%
Cc1nnsc1C(=O)Nc1cccc(Cl)c1,1%,16%,4%
Cc1ccc(CNC(=O)CCC(=O)Nc2nnc(C)s2)cc1,2%,24%,0%
C=C(C)C(=O)Nc1cccc(C2=NOC3(C2)C[C@@H](C(N)=O)N(C(=O)c2ccc(OC)cc2)C3)c1 (stereo partly drawn),11µM*,-6%,-7%
CC(=O)Nc1ccc(S(=O)(=O)NCc2nc(-c3ccccc3C)no2)cc1,10%,-19%,-2%
CC1CCc2c(sc3c2C2=NS(=O)(=O)CCN2C=N3)C1 (stereo not drawn),0%,-14%,-11%
CCCCNC(=O)Nc1nc(SCC(=O)OCC)n[nH]1,.,-1%,8%
Cc1ccc(-c2cn(-c3ccccc3)c(=S)[nH]2)cc1C,.,?,?

# The results go on:
SMILES,TDP1 block,TDP1 cell CPT,TDP1 cell noCPT
O=S(=O)(c1ccccc1)N1CCN(C(=S)Nc2ccccc2)CC1,6%,10%,-4%
CC#CCC(CC#CC)c1nc2ccccc2c(=O)n1N,-1%,4%,-10%
CCCCSCCCNC(=O)c1cn(C)c2ccc(S(=O)(=O)N3CCCCC3)cc2c1=O,-5%,-10%,-17%
CCN(C(=O)C(=O)c1c(C)[nH]c2ccccc12)c1ccccc1,.,?,?
O=C(COC(=O)c1ccccc1S(=O)(=O)N1CCCCC1)NCC(F)(F)F,3%,-21%,-29%
O=C(CSc1ncnc2c1oc1ccccc12)Nc1ccc2c(c1)OCCO2,.,?,-9%
O=C(NCc1cccnc1)c1ccccc1Br,1%,-4%,-14%
CC(=O)NC(Cc1ccc(F)c(F)c1)C(=O)NC1CCN(C(=O)c2ccc(C)cc2)CC1 (stereo not drawn),-3%,-4%,-5%

# Next part.
SMILES,TDP1 block,TDP1 cell CPT,TDP1 cell noCPT
CCOC(=O)N1CCC(NC(=O)CSCc2nc(-c3ccc(OCC)cc3)oc2C)CC1,4%,?,?
Cc1ccc(NC(=O)c2cc(C)no2)cc1,.,-4%,11%
CC1(C)CC(N=C2C([N+](=O)[O-])=CC=C3C2=NC2(CCCCC2)N3O)CC(C)(C)N1,.,6%,0%
CCOc1ccc(NC(=S)NCc2ccc3[nH]c(C)cc3c2)cc1,9%,-21%,-27%
Cc1cc2ccccc2n1-c1ccc(C(=O)N2CCC(C(=O)NCc3ccc(F)cc3)CC2)s1,3%,21µM*,16µM*
O=C1CNC(=O)N1c1ccc(Cl)cc1,.,9%,5%
Cc1cccc(N(Cc2cc3ccccc3[nH]c2=O)C(=O)c2ccco2)c1C,7%,26µM*,-84%
CC(=O)NCCNC(=O)C1Cc2c(-c3ccccc3Oc3ccccc3)ccnc2O1 (stereo not drawn),.,-10%,-25%

# New compounds follow:
SMILES,TDP1 block,TDP1 cell CPT,TDP1 cell noCPT
CCc1ccccc1NS(=O)(=O)c1ccc2c(c1)C(C)(C)C(=O)N2C,.,?,?
Cc1c(NC(=O)OCCNC(=O)Nc2ccccc2)sc(=S)n1C,8%,-13%,?
CC(C)(C)CC(=O)NCCc1csc(-c2ccccc2)n1,-1%,?,?
COc1ccc(/C=C(\NC(=O)c2cccs2)C(=O)NN)cc1OC,.,11%,1%
COc1ccc(C(C(=O)Nc2ccc(F)cc2)N2CCN(CC(=O)N3CCCC3)CC2)cc1 (stereo not drawn),.,6%,4%
O=C(NNC(=O)c1csc(-c2ccccc2)n1)c1ccccc1,.,?,?
COc1ccc(/C=N/NC(=O)CNc2ccc(Br)cc2)c(C(=O)O)c1OC,3%,27%,0%
NC(=O)c1csc(CCNC(=O)c2ccccc2)n1,.,-1%,1%

# 3 entries already listed, ordered by formula weight, smallest number first.
SMILES,TDP1 block,TDP1 cell CPT,TDP1 cell noCPT
CC(C)(C)CC(=O)NCCc1csc(-c2ccccc2)n1,-1%,?,?
COc1ccc(/C=C(\NC(=O)c2cccs2)C(=O)NN)cc1OC,.,11%,1%
COc1ccc(/C=N/NC(=O)CNc2ccc(Br)cc2)c(C(=O)O)c1OC,3%,27%,0%

# (next part)
SMILES,TDP1 block,TDP1 cell CPT,TDP1 cell noCPT
CCCS(=O)(=O)N1CCN(Cc2ccncc2)CC1,-2%,-3%,-5%
Cc1cc(NC(=O)CSc2nc3cc(Cl)ccc3o2)no1,.,4.6µM*,2.6µM*
Cc1ccc(S(=O)(=O)C(CNC(=O)COc2ccccc2)c2ccco2)cc1 (stereo not drawn),-3%,?,?
COc1ccc(/C=C/C(=O)/C=C/c2ccc(OC)cc2OC)c(OC)c1,-2%,?,?
CCOc1ccc(C(CC(=O)O)NC(=O)C23CC4CC(CC(C4)C2)C3)cc1OC (stereo not drawn),3%,-4%,-13%
CC(Sc1nccn1C)C(=O)Nc1ccc(C(N)=O)cc1 (stereo not drawn),0%,-7%,-5%
COc1ccccc1CN1CCNC(=O)C1CC(=O)NCCCn1cccn1 (stereo not drawn),.,0%,5%
CCc1ccc(NC(=O)[C@H](C)NC(=O)C2CCN(C(=O)[C@@H](N)CC(C)C)CC2)cc1,.,-22%,-19%

# (further entries)
SMILES,TDP1 block,TDP1 cell CPT,TDP1 cell noCPT
Cc1ccc(S(=O)(=O)NC(C(=O)N2CCOCCOCCOCCOCC2)C(C)C)cc1 (stereo not drawn),.,3%,7%
Cc1cccc(NS(=O)(=O)c2cc(C(=O)NCc3ccccn3)ccc2C)c1,4%,-14%,-20%
COc1ccccc1-c1nnc(SCC(=O)N2CCOCC2)o1,3%,7%,0%
C/C(=N/NC(=O)c1ccncc1)c1ccc2c(c1)OCO2,.,1%,2%
C=Cc1ccc(C(=O)N2CCc3c(cnc(C)c3CNC(=O)c3ccc4c(c3)OCO4)C2)cc1,.,-1%[9.04 µM],-19%
CCOC(=O)N1CCC(N2Cc3cccc(C(=O)Nc4ccc(OCC)cc4)c3C2=O)CC1,4%,?,?
O=C(c1ccc(CNS(=O)(=O)c2cccc(Cl)c2)cc1)N1CCCCC1,1%,16µM*,15µM*
O=[N+]([O-])c1ccc2[nH]c(=S)[nH]c2c1,.,2%,-17%

# (continued)
SMILES,TDP1 block,TDP1 cell CPT,TDP1 cell noCPT
COc1ccc(/C=N/N2CCOCC2)cc1OCc1ccccc1,5%,12%,0%
NS(=O)(=O)c1ccc(CCNC(=O)COC(=O)/C=C/c2ccc(Cl)cc2)cc1,1%,?,?
Clc1cccc(CSc2nnc([C@@H]3CCCN3)o2)c1,2%,-7%,-7%
COc1ccc(OC)c(N/C(=N/c2nc(C)cc(C)n2)NC(C)=O)c1,.,?,7.3µM*
Cc1ccc(C2C(C#N)=C(N)OC3=C2C(=O)CCC3)s1 (stereo not drawn),-9%,28%,5%
COc1ccccc1-c1nc2c3c(-c4ccccc4)c(-c4ccccc4)oc3ncn2n1,-3%[12.3 µM],8%,-18%
COC(=O)c1cc(CSc2nnc(-c3ccccc3)c(-c3ccccc3)n2)oc1C,8%,23µM*,21µM*
CC(C)(C)c1nc2ccccc2[nH]1,4%,-19%,-4%

# Further entries:
SMILES,TDP1 block,TDP1 cell CPT,TDP1 cell noCPT
CC[C@]12c3[nH]c4ccccc4c3CCN1C(=O)C(CC(=O)NCCCn1ccnc1)C[C@@H]2C(=O)N1CCN(C(=O)C2CC2)CC1 (stereo partly drawn),0%,4%,3%
CCOC(=O)c1sc(N)c(C#N)c1COC(=O)C1=COCCO1,2%,1%,-12%
Cc1ccccc1C(=O)Nc1ccc(-c2nnc(SC(C)C(=O)O)n2C)cc1 (stereo not drawn),5%,1%,22%
S=c1[nH]nc(-c2cccnc2)n1/N=C/C(Cl)=C\c1ccccc1,8%,21µM*,23µM*
COc1cc(OC)c(NC(C)C(=O)NCc2ccccc2)cc1Cl (stereo not drawn),6%,11%,9%
COc1ccc(CCn2c3c(c(=O)[nH]c2=O)C(NC(=O)c2ccccc2OC)(C(F)(F)F)C(=O)N3)cc1OC (stereo not drawn),3%,-15%,-6%
COc1cccc(Oc2ccc(C(F)(F)F)cc2NC(=O)CN2C(=O)NC3(CCCC3)C2=O)c1,-5%,15µM*,?
OC(CN1CCCCC1)CN1CCCCC1,-4%,-26%,-17%

# The list goes on:
SMILES,TDP1 block,TDP1 cell CPT,TDP1 cell noCPT
Cc1ccccc1CNc1ccc(C(CC(N)=O)NC(=O)c2ccccc2)cc1[N+](=O)[O-] (stereo not drawn),2%,16µM*,23µM*
COc1ccc(CNC(=O)c2ccccc2SC)cc1,-2%,-6%,-20%
COC(=O)C[C@H](NC(=O)Cn1cnc2c(SC)nc(N)nc21)C(=O)OC,0%,2%,21%
Cc1ccc(CCNC(=O)c2cc3cc4cc(C)ccc4nc3s2)cc1,2%,-8%,-7%
CCCC(=O)Nc1ccc(Cl)c(NC(=S)NC(=O)C(C)C)c1,-10%,-10%,0%
COc1ccccc1NC(=O)CN1C(=O)COc2ccc(S(=O)(=O)N3CCCCCC3)cc21,7%,?,-11%
CCOc1ccc2oc(=O)cc(CN3CCN(c4ccc(Cl)cc4)CC3)c2c1,9%,23µM*,26µM*
CC(C(=O)Nc1ccc(F)c(F)c1F)N(C)CCOc1ccccc1 (stereo not drawn),-17%,10%,-8%
